Source: PubChem (Broad Institute)
RAD54 inh: inhibitors of human RAD54 branch migration, primary screen, biochemical, fluorescence, single point; DNA repair and recombination protein RAD54-like (Homo sapiens), Q92698; RAD54 Holliday junction branch migration, FAM/BHQ fluorescence; inhibition, % at 10.4 µM; 360,000 tested, 0.14% active;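 active = mean normalized replicate activity at least 40 and at least half of replicates scoring 40 or more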;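 note: 0% = median of neutral control wells and 100% = median of positive control wells; inhibitors cause a drop in the FAM fluorescence signal; in these data hits start at about 50%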
Target sequence (Q92698 whole entry, looked up): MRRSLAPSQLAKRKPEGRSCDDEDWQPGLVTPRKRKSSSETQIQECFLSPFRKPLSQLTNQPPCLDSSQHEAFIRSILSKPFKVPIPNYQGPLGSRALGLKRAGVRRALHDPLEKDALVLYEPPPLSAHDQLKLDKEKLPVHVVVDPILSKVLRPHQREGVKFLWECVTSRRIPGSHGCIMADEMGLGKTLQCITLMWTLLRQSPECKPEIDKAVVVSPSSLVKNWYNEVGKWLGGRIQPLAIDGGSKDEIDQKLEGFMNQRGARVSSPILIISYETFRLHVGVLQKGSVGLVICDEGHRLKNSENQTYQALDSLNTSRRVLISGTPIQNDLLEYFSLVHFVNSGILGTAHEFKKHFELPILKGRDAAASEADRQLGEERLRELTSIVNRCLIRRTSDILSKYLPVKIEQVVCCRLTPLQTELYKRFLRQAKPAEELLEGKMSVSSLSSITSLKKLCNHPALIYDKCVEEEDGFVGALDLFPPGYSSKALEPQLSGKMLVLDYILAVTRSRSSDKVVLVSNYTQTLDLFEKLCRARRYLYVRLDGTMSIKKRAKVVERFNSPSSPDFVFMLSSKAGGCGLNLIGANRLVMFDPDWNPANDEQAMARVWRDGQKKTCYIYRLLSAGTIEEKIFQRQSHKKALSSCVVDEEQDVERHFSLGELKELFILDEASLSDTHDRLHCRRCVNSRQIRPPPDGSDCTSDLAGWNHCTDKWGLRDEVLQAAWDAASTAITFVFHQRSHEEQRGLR
ARNT TACC3 PPI: disruptors of ARNT/TACC3 protein interaction, primary screen, biochemical, AlphaScreen, single concentration; AlphaScreen His-ARNT PAS-B/GST-TACC3 binding, luminescence; TACC3 fragment carries E629A point mutation; inhibition, % at 9.99 µM; 390,000 tested, 0.66% active;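 active = mean inhibition of replicates at least 50% and at least half of replicates each reaching 50%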;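 note: 0% = complete ARNT plus TACC3 wells and 100% = ARNT alone without TACC3; many hits fall short of the cut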
ERp5 block: inhibitors of ERp5-driven insulin aggregation, primary screen, biochemical, turbidity, absorbance 650 nm, single point; Protein disulfide-isomerase A6 (Homo sapiens), Q15084; 90 min; inhibition, % at 9.99 µM; 350,000 tested, 0.05% active;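 active = mean replicate inhibition above about 25%, with every replicate also reaching it, limit read from the data, passing the limit was not always enough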
PglD DTNB: C. jejuni PglD acetyltransferase inhibitors, primary screen, biochemical, DTNB colorimetric, single point. purified PglD enzyme, DTNB colorimetric CoA detection. inhibition, % at 12.5 µM. 360,000 tested, 0.098% active. AID 602405, 2012; in the data active = inhibition above about 16%, passing the limit was not always enough; note: strong numbers were not always called active
Casp6 inh: human caspase-6 inhibitors, primary screen, biochemical, VEID-R110 fluorescence, single point, set 2; P55212; purified caspase-6, Z-VEID-R110 cleavage fluorescence; inhibition, % at 12.5 µM; 350,000 tested, 0.53% active; AID 686996, 2013;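 active = mean inhibition across replicates at least about 35%, with every replicate also reaching that limit, limit read from the data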;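 note: 0% = median of neutral control wells and 100% = no fluorescence left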
Target sequence (P55212 24-179 limits assumed): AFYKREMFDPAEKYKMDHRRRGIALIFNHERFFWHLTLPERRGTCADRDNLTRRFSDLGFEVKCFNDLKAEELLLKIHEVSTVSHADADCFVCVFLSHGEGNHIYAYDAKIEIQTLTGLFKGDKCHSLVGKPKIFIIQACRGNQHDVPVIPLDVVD
Target sequence (P55212 194-293 limits assumed): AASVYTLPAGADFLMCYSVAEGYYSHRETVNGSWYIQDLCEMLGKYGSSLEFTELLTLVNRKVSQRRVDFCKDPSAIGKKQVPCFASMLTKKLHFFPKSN
esBAF inh: Bmi1 luciferase reporter increase in mESCs, primary screen, esBAF inhibitor project, mouse ES cells, Bmi1 luciferase knock-in, single point; AID 602393, 2012; reporter increase, % at 12.5 µM; 350,000 tested, 2% active; 24 h; 100% = twice the neutral-well signal; in the data active = activation above about 40%;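 note: 0% = median of the plate's neutral control wells and 100% = double that signal; a rise in the Bmi1 reporter signal indicates esBAF inhibition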
E-selectin induc: E-selectin induction in HUVECs, primary screen, imaging, HUVEC, immunofluorescence imaging, single point | P16581 | activation, % at 7.58 µM | normalized: neutral wells 0, TNF-alpha wells 100 | 260,000 tested, 0.37% active;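 active = mean E-selectin-positive cell signal at least 10% of the positive control, reached in at least 60% of replicates, without over 20% cell loss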;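 note: in these data hits start at about 27%; measured in HUVEC primary endothelial cells; signal is the percent of cells scored E-selectin positive by PE staining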
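Assay system: HUVEC, human umbilical vein endothelial cells / Amount: 3,000 HUVEC/well / Controls: TNF-alpha positive control, DMSO neutral control / Compound dosing: single concentration / Medium: EGM-2 over gelatin coat / Evaluation: percent E-selectin-positive cells / Signal: immunofluorescence imaging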
RAD52 inh: RAD52 DNA annealing inhibitors, primary screen, biochemical, FRET, single point, set 2; DNA repair protein RAD52 homolog (Homo sapiens), P43351; recombinant RAD52 DNA annealing, FRET fluorescence; inhibition, % at 18.7 µM; 360,000 tested, 0.46% active; AID 651710, 2012;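 active = every replicate showing at least 50% inhibition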
* marks the source's active call; other numbers are inactive results; nt = no result given.

SMILES | RAD54 inh | ARNT TACC3 PPI | ERp5 block | PglD DTNB | Casp6 inh | esBAF inh | E-selectin induc | RAD52 inh
O=c1[nH]c2ccccc2n1C1CCN(Cc2ccc(-c3nc4ccccc4nc3-c3ccccc3)cc2)CC1 | nt | nt | 1 | nt | -1 | nt | 1.3 | -9
Cc1cccc(N2C(=O)NC(=O)/C(=C\c3cccn3-c3ccc(Cl)cc3)C2=O)c1 | -12 | -3 | nt | 9 | nt | 8 | nt | nt
FC(F)(F)c1ccccc1CN1CCN(Cc2ccccc2)CC1 | 12 | -5 | 4 | -8 | -4 | -4 | nt | -17
O=C(c1ccc(Cl)cc1)C1CCCN(Cc2cccc3ncccc23)C1 (configuration not stated) | nt | -5 | 2 | nt | 8 | 12 | nt | -9
COC(=O)[C@H]1[C@H](CO)[C@H]2Cn3c(cccc3=O)[C@@H]1N2Cc1nccs1 | -6 | 1 | 2 | 1 | -1 | -4 | -0.2 | -2
O=C(Nc1ccc(Cl)cc1)O/N=C(\c1ccccc1)c1ccccn1 | 3 | 50* | nt | -3 | nt | 37 | nt | nt
C=CCC1(CCCCC)C(=O)NC(=S)NC1=O | nt | -3 | 0 | nt | -2 | nt | -0.1 | -4
O=C(Cc1cccnc1)N1CCCCN2[C@H](CO)[C@H](c3ccc(/C=C/c4ccccc4)cc3)[C@H]2C1 | -3 | 1 | -1 | 3 | 0 | nt | -0.6 | -23
NS(=O)(=O)c1nc[nH]c1[N+](=O)[O-] | 4 | -1 | -8 | -2 | 4 | nt | nt | -5
CC(C)NC(C)C(=O)C12CC3CC(CC(C3)C1)C2 (configuration not stated) | 4 | 5 | 1 | 4 | 1 | -1 | nt | -11
COC(=O)C1=C(c2ccc(-c3ccccc3)c(F)c2)C[C@@H]2CC[C@H]1N2C(=O)NCCCOC(C)C | 3 | 2 | 1 | -1 | 1 | -3 | 0.2 | 2
Cc1cccc(N2C(=O)NC(=O)/C(=C\C=C\c3ccco3)C2=O)c1 | nt | 0 | 8 | nt | 30 | nt | nt | -72
Cc1ccc(OCCOc2cccc(C=C3C(=O)NC(=O)NC3=O)c2)c(C)c1 | -6 | -8 | 1 | 4 | 7 | -29 | 1.0 | -27
COc1ccc(-c2ccc3c(c2)CNCc2cnnn2-3)cc1 | -2 | nt | -7 | -5 | -1 | 36 | -0.1 | -8
CC12CCC(=O)C=C1C=CC1C2CCC2(C)C(O)CCC12 (configuration not stated) | -7 | -15 | 0 | 0 | -1 | -1 | -0.3 | -4
COc1ccc(OC)c(CC(=O)N(C)C2CCCN(Cc3ccccc3F)C2)c1 (configuration not stated) | 1 | 0 | -1 | 5 | -4 | 2 | -0.2 | -20
O=c1[nH]c(=O)n(Cc2ccc(F)cc2)c(O)c1C=NCc1cccnc1 | 2 | -3 | 2 | -1 | -2 | 5 | nt | -19
O=P(C(=Nc1ccc(Cl)cc1)N1CCOCC1)(N1CCOCC1)N1CCOCC1 | -7 | -8 | nt | 1 | nt | -4 | nt | nt
NC(Cc1ccccc1)Cc1ccccc1 | nt | 8 | -4 | nt | -2 | nt | -0.6 | -4
Cc1c(C)c2ccc(OCC(=O)N3C[C@H]4C[C@@H](C3)c3cccc(=O)n3C4)c(C)c2oc1=O | -2 | 2 | -7 | -3 | -4 | 0 | nt | -10
c1ccc(C2c3ccccc3-n3nncc3CN2CC2CCCCC2)cc1 (configuration not stated) | -5 | 2 | 9 | 6 | -2 | -4 | -0.1 | 0
CC1C(=O)CC2(C(C)C)CC12 (configuration not stated) | 0 | nt | 2 | -2 | 2 | 1 | nt | 3
Fc1ccc(C(OCCN2CCCC2)c2ccc(F)cc2)cc1 | -4 | 12 | 2 | -4 | -9 | nt | 0.9 | -17
COC(=O)C1=C(c2cccc(OC)c2OC)C[C@@H]2CC[C@H]1N2C(=O)N1CCCCC1 | -19 | nt | -3 | -5 | 0 | -10 | -0.1 | -6
C[C@]12CC[C@H](O)C[C@H]1CC[C@@H]1[C@@H]2CC[C@]2(C)C(=O)CC[C@@H]12 | -5 | -3 | 2 | -1 | -4 | -5 | nt | -2
CC(=O)OC1N=C(c2ccccc2)c2cc(Br)ccc2N(C)C1=O (configuration not stated) | 1 | -5 | nt | -4 | nt | -1 | nt | nt
O=C(CNC(=O)c1ccccc1)Nc1ccc(Br)cc1C(=O)c1ccccc1 | -3 | 3 | nt | -2 | nt | -4 | nt | nt
O=c1c(/C=N/N2CCOCC2)c(O)n(-c2ccccc2)c(=S)n1-c1ccccc1 | nt | -3 | -4 | nt | -3 | nt | nt | -33
ClCCN1CCSCC1 | -2 | -7 | -15 | 2 | -7 | 13 | -0.2 | -8
NP(=O)(OCC(F)(F)F)Oc1ccc(Cl)cc1 (configuration not stated) | -5 | -8 | 8 | 9 | -3 | nt | nt | -7
CCN1[C@@H]2c3ccc(-c4ccc(OC)cc4)c(=O)n3C[C@H]1[C@H](CO)[C@H]2C(=O)OC | 8 | 0 | 0 | -1 | 0 | -6 | 0.0 | 5
CCOC(=O)C1(c2ccccc2)CCN(CCC(C#N)(c2ccccc2)c2ccccc2)CC1 | -5 | 28 | 2 | -4 | -8 | 1 | 2.6 | -5
COC(=O)[C@@H]1[C@@H](CO)[C@@H]2Cn3c(ccc(-c4ccccc4)c3=O)[C@H]1N2CC1CCCC1 | nt | nt | 7 | nt | -3 | nt | -0.2 | 3
C=CP(=O)(O)c1ccccc1 | 2 | -2 | nt | -1 | nt | 5 | nt | nt
CCN1CCN(c2ncnc3ccc(Br)cc23)CC1 | -2 | -2 | nt | -5 | nt | -14 | nt | nt
O=c1c(C=NCc2cccs2)c(O)n(C2CCCCC2)c(=O)n1C1CCCCC1 | 1 | -6 | nt | 8 | nt | 0 | nt | nt
O=C1NC(=O)N(c2ccc3c(c2)OCO3)C(=O)/C1=C/c1ccc(N2CCCC2)o1 | nt | -2 | 3 | nt | 1 | nt | nt | -381
Cc1nn(Cc2ccccc2)c(Cl)c1C(=O)O | -11 | -4 | -2 | -1 | 1 | -5 | -5.6 | -18
O=C(c1ccccc1)C(Cc1ccccc1)N1CCOCC1 (configuration not stated) | nt | 1 | 0 | nt | 2 | nt | 2.0 | -12
N#CC(C#N)=C(N)c1cccnc1 | nt | -3 | 1 | nt | -3 | nt | nt | -5
C=CCn1c(O)c(C(C)=Nc2ccc(NC(C)=O)cc2)c(=O)[nH]c1=O | 5 | 2 | nt | 2 | nt | -8 | nt | nt
C=CCN1CCc2cccc3c2[C@H]1Cc1ccc(O)c(O)c1-3 | 22 | -1 | -6 | -1 | 0 | 8 | nt | 28
O=C(Cc1ccccc1)OCCN1CCCCC1 | -9 | -10 | nt | 2 | nt | 1 | nt | nt
COc1cc2c(cc1OC)-c1c(OC)c(OC)cc3c1C(C2)N(C)CC3 (configuration not stated) | 62* | 32 | -2 | -8 | 69* | -7 | nt | 71*
CCOC(=O)[C@]12Cc3cc(OC)ccc3[C@H]1N(C)C(=O)c1ccccc12 | nt | nt | 0 | nt | 0 | nt | -0.2 | -10
CNC(=O)Nc1ccc(C(O)(C(=O)OC)C(F)(F)F)cc1 (configuration not stated) | -29 | 0 | 4 | 6 | 1 | -5 | 3.4 | -7
CC1(c2ccccc2)NCCN2C(=O)CSC21 (configuration not stated) | -20 | -6 | nt | -3 | nt | -4 | nt | nt
Fc1cccc(CN2CCN(c3ccc(Cl)cc3)CC2)c1 | -10 | 0 | 4 | -1 | 3 | -2 | 1.6 | -5
COC(=O)C1=C(C(=O)OC)C2OC1c1cc3ccccc3cc12 | nt | 9 | -3 | nt | 6 | nt | 0.6 | -12
C=CC12CN(C)C3C4COC(CC41)C1(C(=O)Nc4ccccc41)C32 (configuration not stated) | 0 | nt | 5 | -3 | -2 | 1 | nt | -7
The list continues:
SMILES | RAD54 inh | ARNT TACC3 PPI | ERp5 block | PglD DTNB | Casp6 inh | esBAF inh | E-selectin induc | RAD52 inh
COC(=O)C1=C(c2ccc(OCc3ccccc3)cc2)C[C@@H]2CC[C@H]1N2C(=O)NCc1ccccc1C(F)(F)F | -8 | nt | 2 | -4 | -2 | 15 | -0.8 | -5
CN1CCN(c2ccc(S(=O)(=O)C(F)(F)F)cc2[N+](=O)[O-])CC1 | 5 | -3 | 5 | -10 | -2 | nt | -0.6 | -22
CC(=NCCO)c1c(O)n(C2CCCCC2)c(=O)[nH]c1=O | -14 | 7 | nt | 2 | nt | -5 | nt | nt
COC[C@H]1OC(=O)c2coc3c2[C@@]1(C)C1=C(C3=O)[C@@H]2CCC(=O)[C@@]2(C)C[C@H]1OC(C)=O | nt | -3 | -1 | nt | 6 | nt | nt | -104
CC1(C)N(O)C2CCCCC2N1O (configuration not stated) | -3 | 2 | nt | 3 | nt | -7 | nt | nt
Cc1cc2oc(=O)cc(-c3cc4ccccc4o3)c2cc1OC(=O)N(C)C | 1 | 3 | -6 | -5 | 4 | -9 | nt | 1
O=P(NS(=O)(=O)c1ccc(Cl)cc1)(Oc1ccccc1)Oc1ccccc1 | -3 | -9 | nt | 2 | nt | 0 | nt | nt
Cc1ccc(CN2CCCC(C(=O)c3cccc(C(F)(F)F)c3)C2)o1 (configuration not stated) | 10 | -5 | 2 | 1 | 1 | -4 | nt | -7
C[C@]12CC[C@@H](O)CC1=CCC1C2CC[C@@]2(C)C1C[C@@H](F)[C@H]2O (some centres not stated) | -4 | 1 | -5 | -2 | -14 | nt | -0.1 | -3
Cc1cc(N2CCNC[C@H]2C)ccc1N1CCN[C@H](C)C1 | nt | nt | 2 | nt | 20 | nt | 0.1 | 8
CCOC(=O)c1c(C=O)c2ccccc2n1Cc1ccccc1 | -7 | 3 | 0 | -4 | -1 | 36 | nt | -9
CCCCn1c(O)c(/C=C2/C=CC=N2)c(=O)[nH]c1=O | 6 | -14 | 4 | -34 | -1 | nt | 9.1 | -17
[O-][n+]1onc2c1CCC1N(O)CCC21O (configuration not stated) | -5 | 8 | nt | 2 | nt | -1 | nt | nt
O=c1[nH]c(Cl)ccc1CN1CCOCC1 | -7 | -7 | -4 | 7 | -5 | -2 | -0.1 | -10
CCN(CC)CCOC(=O)c1ccc(N=Cc2c(O)[nH]c(=O)[nH]c2=O)cc1 | -6 | 4 | nt | -1 | nt | -2 | nt | nt
C=C[C@@H]1C[C@@]1(C)[C@@H](NP(=O)(c1ccccc1)c1ccccc1)c1ccccc1 | 4 | 0 | 1 | 0 | 1 | 1 | -0.5 | -8
Cc1ccccc1N1C(=O)NC(=O)/C(=C\c2cnn(-c3ccccc3)c2)C1=O | nt | -11 | 6 | nt | 30 | nt | 0.1 | -19
CCCOc1ccccc1C1SCC(=O)Nc2c1c(=O)[nH]n2C(C)CCC (configuration not stated) | -2 | -1 | nt | 7 | nt | 0 | nt | nt
CCCN(CCC)[C@@H]1CCc2cccc(O)c2C1 | 3 | 1 | -8 | -3 | nt | 3 | -0.1 | -14
COc1ccc(-c2ccc3n(c2=O)C[C@H]2[C@H](CO)[C@@H](C(=O)O)[C@@H]3N2C(=O)c2ccccc2F)cc1 | 0 | 1 | -3 | 2 | -2 | 1 | 0.0 | -1

Only part of the results is shown. The share of hits here may be higher or lower than overall.
